Screening data as filed in PubChem.
Platelet DG rel – inhibitors of platelet dense granule secretion, primary screen, cell-based, MLPCN, human platelets; human platelet-rich plasma, SFLLRN dense granule ATP release, luminescence; inhibition, %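 (compounds screened at 7.5 µM in platelet-rich plasma)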; 0.22% of 300,000 active;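 active = mean replicate score, as percent of positive control, at or above 50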
IEC-6 cytotox – cytotoxicity in IEC-6 intestinal epithelial cells, primary screen, cytotoxicity control for KLF5 inhibitor project, cell-based, luminescence | AID 1825, 2009 | 0.78% of 290,000 active | inhibition, % at 5 µM | IEC-6 cytotoxicity, luminescence viability; in the data active = inhibition above about 22%;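 also: 0% = plate median of test compound wells and 100% = cytotoxic reference compound wells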
aSyn UTR inh – MLPCN primary screen, SNCA 5' untranslated region; alpha-synuclein 5'UTR reporter, inhibitor activity; inhibition, % (tested at 7.5 µM); 0.82% of 300,000 active; AID 1813, 2009; in the data active = inhibition above about 60%;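 also: H4 neuroglioblastoma cells stably carrying SNCA 5'UTR luciferase fusion; 0% = DMSO wells and 100% = positive control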
KLF5 inhibitor – KLF5 expression inhibitors, primary screen, DLD-1 cells, luminescence | DLD-1 KLF5 promoter-luciferase reporter | inhibition, % at 5 µM | 0.23% of 290,000 active | AID 1700, 2009;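 active = inhibition above a per-plate limit of that plate's mean compound inhibition plus 3 SD, cut at about 60% in these data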;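 also: 0% = DMSO wells and 100% = LY294002 at 200 µM; higher means less KLF5 promoter-driven luciferase light; inactives centre near -14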
HIF activator – HIF pathway transcriptional activators, primary screen, cell-based, U2OS HRE-luciferase, luminescence; activation, % at 7.5 µM (by protocol); 0.32% of 300,000 active; U2OS HRE-luciferase reporter; normalized: DMSO 0%, desferrioxamine 100%;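 active = mean activation of at least 10% of the iron chelator positive control signal, with at least half of replicates also reaching 10%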
SKKanGAS inh – S. pyogenes SKKanGAS growth inhibitors in kanamycin, primary screen, streptokinase expression inhibitor project, SKKanGAS strain, BacTiter-Glo luminescence | 1.3% of 300,000 active | 6 h | inhibition, % at 7.5 µM;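 active = mean replicate score, as percent of positive control median, at least 50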;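 also: strain carries kanamycin resistance gene driven by streptokinase promoter and grows in 40 µg/ml kanamycin; loss of luminescence reflects streptokinase promoter inhibition or plain growth inhibition; 0% = median of DMSO wells and 100% = positive control at its reference dose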
AI-2 QS modul – Vibrio harveyi AI-2 quorum sensing modulators, primary screen, JMH597 strain, luminescence/OD600 ratio | AID 2094, 2009 | Vibrio harveyi JMH597 AI-2 luminescence/OD600 ratio, 9 h; stronger effect = lower value; strain lacks LuxN and CqsS sensors; 0 = neutral-control median | activity change, % at 7.5 µM | 0.4% of 300,000 active; in the data active = activity change below about -75%, passing the limit was not always enough;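 also: luminescence divided by OD600 gain over 9 h not by final OD600 alone; inactives centre near 13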
HSP90 inh – HSP90 inhibitors, primary screen, cell lysate, luminescence; AID 1789, 2009; Rabbit reticulocyte lysate, luciferase refolding luminescence, 3 h; Heat shock protein HSP 90 (rabbit reticulocyte lysate; luciferase refolding); inhibition, % at 5.6 µM; 0.91% of 290,000 active;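 active = inhibition above the screen-wide mean plus 3 SD, computed separately per campaign, cut at about 16% in these data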;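 also: 0% = DMSO wells and 100% = 60 µM geldanamycin wells; inhibitors lower the luminescence because luciferase stays unfolded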
HSF-1 act – HSF-1 activators, primary screen, NIH3T3-HGL cells, MG132 stress, luminescence, single point; 1.7% of 300,000 active; NIH3T3-HGL HSF-1 luciferase reporter, 8 h; 100% = twice DMSO control signal; AID 504408, 2011; activation, % at 9 µM;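 active = mean replicate activation of at least 50% with a set share of replicates each reaching 50%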;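 also: 0% = median of the neutral control wells and 100% = twice that signal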
HSF1 inh – HSF1 inhibitors in luciferase reporter cells, primary screen, cell-based, NIH3T3, luminescence | NIH3T3-HGL HSE-luciferase, MG132-induced, luminescence 8 h; stronger effect = lower value | activity change, negative = inhibition, % at 7.5 µM (by protocol) | 0.77% of 300,000 active;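 active = more than half of replicate wells show activity change below -50%, luminescence cut by over half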;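 also: luciferase reports HSF-1 transcriptional activity via heat shock element; 0% = median of DMSO wells and -100% = zero luminescence signal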
* hit, by the source's call; . = not tested or not shown; & = joins results of further samples.

SMILES	Platelet DG rel	IEC-6 cytotox	aSyn UTR inh	KLF5 inhibitor	HIF activator	SKKanGAS inh	AI-2 QS modul	HSP90 inh	HSF-1 act	HSF1 inh
COc1ccccc1N(CC(=O)NCc1ccco1)C(=O)CCC(=O)Nc1ccccn1	12	-4	-4	-6	0.4	-3	-5	-1	-2	-10
COc1ccccc1NC(=O)CSc1nnc(-c2ccc(C)cc2)o1	1	1	20	-117	-0.1	3	22	-1	33	11
O=C(Nc1ccc2nc3n(c(=O)c2c1)CCCC3)c1cncc(Br)c1	19	.	-18	.	1.1	-8	74	.	-16	-9
Cc1onc(-c2ccccc2)c1C(=O)Nc1ccc(Br)cc1Cl	-29	-11	-19	-14	-0.3	-6	11	4	0	-3
C=CCOc1ccc(/C=C2\SC(=S)N(CCC(=O)O)C2=O)cc1	-2	-2	80*	49	-3.1	-3	84	10	-63	-55*
O=C(Nc1c(Cl)ccc2nsnc12)c1ccc([N+](=O)[O-])o1	-4	95*	-203	-5	2.8	45	-52	4	-23	-22
COC(=O)c1cc(NC(=O)Cc2ccc(OC)c(OC)c2)cc(C(=O)OC)c1	5	-1	5	-28	-0.7	-6	22	-1	-5	0
O=C(O)C1CC=CCC1C(=O)c1ccccc1 (centres undefined)	1	-1	9	-23	-0.2	-2	11	-2	-2	-2
CCn1c(SCC(=O)c2ccccc2)nc2ccccc2c1=O	5	61*	-21	-8	0.4	14	12	3	20	7
Cc1ccccc1CC(=O)c1ccc(O)c(C)c1O	0	5	-6	-9	0.1	-25	3	3	37	6
Cc1oc2ccc(NS(=O)(=O)c3ccccc3)cc2c1C(=O)Nc1ccccc1	9	-1	0	-20	-0.3	-10	-5	0	18	0
Cc1ccc(-c2cc(C(=O)N3CCN(c4ncccn4)CC3)c3ccccc3n2)cc1	1	1	-55	-73	2.2	10	28	0	13	14
O=C1OCCC1S(=O)(=O)c1ccc2ccccc2c1 (centres undefined)	7	-1	2	13	-0.2	.	42	-1	.	.
Cc1cc(C)nc(NS(=O)(=O)c2ccc(N)cc2)n1	-1	-3	9	-14	1.6	3	8&12	-3	4	-3
CCOc1ccc(S(=O)(=O)N2CCC(C(=O)N3CCOCC3)CC2)cc1C	-24	1	36	-4	-0.5	3	0	-2	-20	-7
Cc1ccc(CNC(=O)c2ccc(Cl)cc2[N+](=O)[O-])cc1	-1	-5	1	-17	0.1	9	-72	-8	-2	-3
COc1ccc(NC(=O)N(Cc2cc3cc(OC)c(OC)cc3[nH]c2=O)CC2CCCO2)cc1 (centres undefined)	4	3	-25	-7	1.1	-5	12	0	7	7
CCOC(=O)c1ccc(S(=O)(=O)N2CC(=O)Nc3ccccc32)cc1	0	7	9	-33	0.3	0	16	2	-3	2
Cc1cccc(N2CCN(C(=O)c3cccn4c(=O)c5c(C)c(C)sc5nc34)CC2)c1C	0	1	15	0	-0.2	22	17	-1	-8	-2
COc1ccc(-c2noc(-c3cccc(OC)c3OC)n2)cc1OC	1	1	-193	-43	3.5	-2	13	-5	45	23
CSc1ccc(CN(C)C(=O)c2cc(Cl)c3c(c2)OCCO3)cc1	-5	1	3	-2	0.0	1	16	0	19	1
COC/C=C/C1=CC2=CC(=O)C(C)(OC(=O)c3cnc4ccccc4n3)C(=O)C2=CN1CC(C)C (centres undefined)	1	.	24	.	0.1	0	38	.	0	4
O=C(c1cn(-c2ccccc2)nc1-c1cccs1)N(CCO)Cc1ccccc1	-4	-6	5	-22	-0.2	5	-2	2	-22	-5
CC(C)OC(=O)CN1C(=O)C(C)(C)Oc2ccc(C(=O)NC(C)(C)C)cc21	4	2	13	-23	0.2	0	21	5	-2	-1
CCOC(=O)C1C(=O)C=C(/C=C/c2ccccc2)CC1c1ccc(Cl)cc1 (centres undefined)	5	-4	-26	-7	-0.1	22	10	0	21	18
(next part)
SMILES	Platelet DG rel	IEC-6 cytotox	aSyn UTR inh	KLF5 inhibitor	HIF activator	SKKanGAS inh	AI-2 QS modul	HSP90 inh	HSF-1 act	HSF1 inh
CCC(=O)Nc1cccc(C2=NN(c3ccccc3)C(c3ccc(OC)cc3)C2)c1 (centres undefined)	1	3	-7	-1	1.4	12	17	6	31	1
Cc1ccccc1C(NC(N)=O)c1ccccc1 (centres undefined)	-5	4	23	-51	-0.5	-12	13	6	4	-8
COc1cc(C(=O)NCC2CCCO2)ccc1OCc1c(C)noc1C (centres undefined)	.	1	19	-24	-0.3	-2	7	3	-1	-5
Cc1cc(C)c(C#N)c(SCC(=O)NC(C)(C)C)n1	21	2	2	13	-0.1	-2	21	-2	-74	-65*
CC1(C)CC(NC(=O)COc2cc3oc(=O)c4c(c3cc2Cl)CCC4)CC(C)(C)N1	0	5	9	-18	0.0	-8	32	-4	-8	0
O=C(N/N=C/c1ccccc1Cl)c1ccc(F)cc1	9	-2	-189	-124	4.1	1	29	-2	56*	32
Cc1cc(NS(=O)(=O)c2ccc(NC(=O)C(C)Oc3cc(C)c(Cl)c(C)c3)cc2)no1 (centres undefined)	4	2	19	-21	0.7	37	10	0	23	-1
CCc1ccc(C(C(=O)NC2CCCC2)N(C(=O)c2csnn2)C2CC2)cc1 (centres undefined)	5	-4	-7	-19	-0.2	19	12	-1	2	-3
Cc1ccc(-c2noc(CCC(=O)NCc3ccc4c(c3)OCO4)n2)cc1	.	-3	.	-1	.	.	17	-2	.	.
COc1cccc(S(=O)(=O)NCC(=O)Nc2ccc(C(C)(C)C)cc2)c1	10	10	-11	-6	0.2	-1	-62	-1	-4	2
CC(C)CCOP(=O)(c1ccc(N(C)C)cc1)C(O)c1ccccn1 (centres undefined)	-1	6	-5	-12	0.0	-2	9	-1	-2	-12
COC(=O)c1cccc(C23CC4(C2)[C@H](CN(Cc2ccc(C(F)(F)F)cc2)[C@@H]4c2ccccc2)C3c2ccc(C(F)(F)F)cc2)c1 (some centres undefined)	-1	.	0	.	0.1	7	12	.	-1	5
CC(=O)NC(CC(=O)Nc1nccs1)c1ccccc1 (centres undefined)	0	-3	-8	-6	-3.7	-13	49	2	8	4
CC1CCN(C(=O)CSc2nnc(-c3ccncc3)n2C)CC1	-2	-2	2	-33	0.8	-8	29	0	1	-2
Cc1ccc(Cc2nnc(SCC(=O)Nc3ccccc3Cl)[nH]c2=O)cc1	6	.	6	.	-0.3	20	26	.	-6	3
Cc1ccc(OCC(=O)NNC(=O)C2CCCO2)c(C)c1 (centres undefined)	-8	3	-24	-15	0.6	-8	5	3	14	2
CCCC(CCC)=NNC(=O)CN(Cc1ccccc1)S(=O)(=O)c1ccccc1	4	4	15	11	0.0	7	4	-8	3	-2
CCn1c(N)c(C(=O)NCc2cccnc2)sc1=S	-2	3	-3	-28	-0.1	3	16	2	-7	5
Clc1ccc(OCc2nc(-c3ccccn3)no2)c(Br)c1	5	-3	18	-219	-1.1	4	16	7	42	18
O=C(CCN1CCOCC1)NNC(=O)/C(=C/c1ccccc1)NC(=O)c1ccccc1	4	-1	-16	-33	-0.1	-2	8	-1	-38	-22
O=C(Cc1ccc([N+](=O)[O-])cc1)NNC(=O)c1ccc2c(c1)OCO2	.	7	.	-30	.	.	44	11	.	.
COc1cccc(S(=O)(=O)NCc2ccc(C(=O)N3CCN(Cc4ccccc4)CC3)cc2)c1	2	1	17	11	-0.2	1	17	2	-19	-11
CCCN(C(=O)c1ccccc1Cc1ccccc1)C1CCS(=O)(=O)C1 (centres undefined)	9	.	-5	.	0.2	0	-4	.	14	0
Cc1cc(NC(=O)CSc2nc3c(c(=O)n2-c2ccc(Br)cc2)SCC3)no1	-27	-1	18	-7	-0.3	-3	3	0	3	0
Cc1cccn2c(=O)c3cc(C(=O)NCC4CCCO4)c(=N)n(CC4CCCO4)c3nc12 (centres undefined)	5	4	-21	-28	0.3	0	.	1	-14	-7

Records above shown as hits in HSF1 inh.
| SMILES | Platelet DG rel | aSyn UTR inh | KLF5 inhibitor | AI-2 QS modul | HSP90 inh | HSF-1 act | HSF1 inh |
| --- | --- | --- | --- | --- | --- | --- | --- |
| C=CCOc1ccc(/C=C2\SC(=S)N(CCC(=O)O)C2=O)cc1 | -2 | 80* | 49 | 84 | 10 | -63 | -55* |
| Cc1cc(C)c(C#N)c(SCC(=O)NC(C)(C)C)n1 | 21 | 2 | 13 | 21 | -2 | -74 | -65* |

Additional results follow.
SMILES	Platelet DG rel	IEC-6 cytotox	aSyn UTR inh	KLF5 inhibitor	HIF activator	SKKanGAS inh	AI-2 QS modul	HSP90 inh	HSF-1 act	HSF1 inh
Cc1cc(C)n(CC(=O)c2ccc(Br)cc2)c(=O)c1C#N	-9	-5	-14	-28	-0.6	-14	21	-6	2	-3
CCCSc1oc(-c2ccco2)nc1S(=O)(=O)c1ccc(C)cc1	-14	-4	34	6	-0.5	0	36	0	41	14
Cc1ccc(C(=O)NCC(=O)Nc2ccncc2)cc1	-16	4	7	-13	0.2	-20	4	2	-1	-6
O=C(CSc1nnnn1-c1ccccc1)N1CCc2ccccc21	-2	-1	-7	-35	0.1	-3	28	-1	10	4
CCOc1ccccc1C(=O)Oc1cc(C)[nH]c(=O)c1[N+](=O)[O-]	21	-11	-21	-19	-0.2	0	1	5	27	0
CC(=O)N1CCN(c2ccccc2NC(=O)c2ccc(Br)o2)CC1	1	-6	8	4	0.1	4	18	-4	1	1
COc1cccc2cc(C(=O)N3CCN(c4ccccn4)CC3)c(=O)oc12	-18	-3	-4	-25	0.1	4	14	0	-16	1
CCN(CC(=O)NCc1cccs1)C(=O)c1cc(S(=O)(=O)N2CCOCC2)ccc1C	-1	-5	-5	-26	-1.8	2	19	3	10	-2
O=C(CCN1CCN(c2ccccc2F)CC1)Nc1ccc(F)cc1	6	-6	0	-34	0.3	-2	16	2	14	-3
COCCOC(=O)/C(=C/c1ccc(OC(=O)c2ccccc2)cc1)C(C)=O	13	-2	-4	-16	0.4	2	11	-4	14	10
O=c1nc(N/N=C/C=C/c2ccccc2)cn[nH]1	39	-5	-61	-74	-0.3	-3	12	23*	2	-2
Cc1cc(=O)oc(C)c1C(=O)O	-7	0	-2	-17	0.3	-16	13	5	16	1
O=C(Nc1cccc(-n2cnnn2)c1)c1ccccc1Br	-20	-5	-21	8	-0.2	9	32	1	11	2
COc1ccc(CCNC(=O)C2C3CCC(C3)C2C(=O)O)cc1OC (centres undefined)	3	7	3	17	-0.1	-2	0	4	9	-4
COc1ccc(Br)cc1S(=O)(=O)NCc1ccccc1	6	12	14	20	0.1	-4	0	2	-7	-3
COc1ccc(OC)c(NC(=O)CCC(=O)Oc2ccc(C)cc2)c1	4	-5	0	-6	-0.4	8	20	0	7	-5
CC(C)OCCCNC(=O)CN1C(=O)c2cccc3cccc1c23	8	-3	1	-46	-0.6	-1	32	4	7	1
CCOC(=O)c1c(C)[nH]c(N=Nc2ccccc2Cl)c1C	3	4	-119	-39	1.0	24	24	-2	50	23
O=C(c1ccc(Cl)cc1)C1CCN(Cc2ccccc2)CC1	1	4	4	-38	0.9	-3	1	-1	11	4
CCC(=O)N1CCC2(CC1)Oc1ccc(Cl)cc1C(=O)C21CC(c2ccccc2)=NO1 (centres undefined)	-1	.	12	.	0.2	11	6	.	-12	3
